Source: PubChem (several laboratories)
Large T inhibition: SV40 large T antigen inhibitors, biochemical (AID 1903) | inhibition, % at 20 µM; hits with a dose series show IC50 in µM | SV40 large T antigen ATPase/helicase inhibition assay; higher % means a stronger effect | 310,000 compounds, 0.39% hits; in the data active = a potency from the dose series; inconclusive = inhibition mostly from about 32% at the one dose, without a potency; inactive = the rest, 99 in 100 with inhibition below about 32%; note: strong numbers were not always called active
RSV CPE inhibition: RSV antiviral activity via CPE protection, HEp-2 cells, primary 10 µM value included (AID 2391); HEp-2 cells, RSV-induced CPE inhibition; higher % means a stronger effect; CPE inhibition, % at 10 µM, or IC50 in µM where a hit was titrated; 310,000 compounds, 0.13% hits; in the data active = a potency from the dose series; inconclusive = CPE inhibition mostly from about 23% at the one dose, without a potency; inactive = the rest, 99 in 100 with CPE inhibition below about 21%; note: strong numbers were not always called active
NS5 inhibitors: Dengue-2 NS5 methyltransferase inhibitors, primary screen, biochemical, confirmation dose response (AID 588689); 340,000 compounds, 0.3% hits; Dengue-2 NS5 methyltransferase capping enzyme assay, biochemical; higher % means a stronger effect; one-dose inhibition, % at 25 µM; IC50 in µM for titrated hits; in the data active = a potency from the dose series; inconclusive = inhibition above about 29% without an active follow-up result
West Nile virus CPE: West Nile virus antiviral activity, cell-based, CPE readout (AID 1621) | 290,000 compounds, 0.02% hits | CPE inhibition, % at 10 µM; hits with a dose series show IC50 in µM | West Nile virus-infected cells, CPE inhibition; higher % means a stronger effect; in the data active = a potency from the dose series; inconclusive = CPE inhibition mostly from about 3.7% at the one dose, without a potency; inactive = the rest, 99 in 100 with CPE inhibition below about 2.2%; note: strong numbers were not always called active
LYP phosphatase: inhibitors of LYP phosphatase, biochemical, fluorescence intensity, uHTS (AID 1779). 290,000 compounds, 0.054% hits. recombinant LYP phosphatase, fluorescence intensity; higher % means a stronger effect. Tyrosine-protein phosphatase non-receptor type 22 (Homo sapiens). inhibition, % at 11.5 µM; hits with a dose series show IC50 in µM; in the data active = inhibition above about 50%;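 note: plate controls were vehicle with enzyme for no effect and no enzyme for full effect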
GPR35 arrestin U2OS: GPR35 antagonists blocking zaprinast-driven arrestin recruitment, primary screen, imaging, U2OS, beta-arrestin-GFP, zaprinast agonist (AID 2058); G-protein coupled receptor 35 (Homo sapiens); U2OS GPR35 beta-arrestin-GFP translocation imaging, zaprinast antagonism; higher % means a stronger effect; one-dose inhibition, % at 10 µM; IC50 in µM for titrated hits; 290,000 compounds, 0.052% hits;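 active = inhibition of at least 50% with at least 30 cells and total cytoplasm GFP at most 10,000,000; inconclusive = under 30 cells or total GFP of 10,000,000 plus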
Salmonella PhoP GFP: inhibitors of PhoP regulon expression, primary screen, Salmonella Typhimurium, GFP reporter (AID 1863) | S. Typhimurium PhoP-regulated promoter GFP reporter, 4 h; higher % means a stronger effect | one-dose inhibition, % at 50 µM; IC50 in µM for titrated hits | 300,000 compounds, 0.16% hits;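 active = inhibition over 29.93%, a cutoff 3 SD above the screen mean, later confirmed by dose response; inconclusive = inhibition over 29.93% but no dose response follow-up; inactive = inhibition at most 29.93% or unconfirmed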;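 note: 0% = low Mg2+ inducing control and 100% = high Mg2+ repressing control; strong numbers were not always called active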
CSM14.1 death rescue: rescue of cells from ER stress-induced death, primary screen, 384-well, CSM14.1, thapsigargin, ATP luminescence (AID 1222). CSM14.1 thapsigargin-induced death rescue, ATP luminescence; higher % means a stronger effect. cellular ATP content (survival), % at 20 µM; hits with a dose series show EC50 in µM. 190,000 tested, under 10 active;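 active = EC50 below 50 µM in the dose-response confirmation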;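 note: death triggered by thapsigargin at about 15 µM added after 2 h compound pretreatment; cell ATP read after overnight thapsigargin exposure of roughly 18 to 22 hours; normalized against plate controls of thapsigargin alone and 5% DMSO vehicle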
MgcRacGAP inhibition: MgcRacGAP GTPase-activating activity inhibitors, confirmation, biochemical, ADP Hunter fluorescence; Rac GTPase-activating protein 1 (Homo sapiens); MgcRacGAP-stimulated Rac1 GTP hydrolysis, ADP Hunter fluorescence; higher % means a stronger effect; GST-tagged Rac1 F28L mutant substrate; inhibition, % at 30 µM, or IC50 in µM where a hit was titrated; 340,000 compounds, 0.6% hits;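 active = first-screen hits whose inhibition reached a set limit at any dose in the follow-up dose series; inconclusive = inhibition above the set first-screen limit but never retested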;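 note: fluorescence reports GDP produced by GAP-driven GTP hydrolysis; strong numbers were not always called active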
NS5 inhibitors pilot replicate: recorded beside NS5 inhibitors, whose call it bears; inhibition, %; measured here: pilot screen replicate inhibition
* hit, by the source's call.

Screening CC(=O)Nc1ccc(/C=N/N2C(=O)NC(C)(c3ccc(OC(F)F)cc3)C2=O)cc1 (centres undefined) returned Large T inhibition 9.9%, RSV CPE inhibition 7.2%, NS5 inhibitors -4.6%, West Nile virus CPE 0.5%, LYP phosphatase 1.5%, GPR35 arrestin U2OS -2.0%, Salmonella PhoP GFP 4.7%, CSM14.1 death rescue -2.1% and MgcRacGAP inhibition 12.4%.
Screening COC(=O)c1cc(C(=O)NCc2ccc3c(c2)OCO3)cc([N+](=O)[O-])c1 returned Large T inhibition 16.1%, RSV CPE inhibition 2.3%, NS5 inhibitors 0.8%, West Nile virus CPE 1.4%, LYP phosphatase 0.1%, GPR35 arrestin U2OS 7.1%, Salmonella PhoP GFP -3.4% and MgcRacGAP inhibition -3.4%.
For CC(C)c1onc(C(=O)NCc2ccc(Cl)cc2)c1[N+](=O)[O-] the results were Large T inhibition -3.6%, RSV CPE inhibition 2.5%, NS5 inhibitors 6.4%, West Nile virus CPE -0.3%, LYP phosphatase 3.4%, GPR35 arrestin U2OS 7.9%, Salmonella PhoP GFP -13.8%, CSM14.1 death rescue -1.9% and MgcRacGAP inhibition 7.2%.
Cc1cc(-c2nnc(SCC(=O)N3C(C)CCCC3C)o2)no1 (centres undefined) was read as Large T inhibition 1.6%, RSV CPE inhibition 3.5%, NS5 inhibitors -5.5%, West Nile virus CPE -0.1%, LYP phosphatase -5.8%, GPR35 arrestin U2OS 20.9%, Salmonella PhoP GFP 0.7%, CSM14.1 death rescue -2.2% and MgcRacGAP inhibition 3.9%.
For Cc1noc(NS(=O)(=O)c2ccc(N/C=C\C(=O)c3cccc4ccccc34)cc2)c1C the results were Large T inhibition 18.4%, RSV CPE inhibition 12.4%, NS5 inhibitors -2.5%, West Nile virus CPE 0.3%, LYP phosphatase -4.9%, GPR35 arrestin U2OS 5.3%, Salmonella PhoP GFP -8.7%, CSM14.1 death rescue 1.1% and MgcRacGAP inhibition 1.0%.
For Cc1cc(C)cc(N=c2c([N+](=O)[O-])nn(-c3cccc(Cl)c3)n2O)c1 the results were Large T inhibition 7.3%, RSV CPE inhibition 2.7%, NS5 inhibitors 0.8%, West Nile virus CPE -0.8%, LYP phosphatase 1.4%, GPR35 arrestin U2OS 2.0%, Salmonella PhoP GFP 4.3%, CSM14.1 death rescue -0.6% and MgcRacGAP inhibition 7.5%.
For COc1ccccc1NC(CC(=O)c1ccccc1)C(=O)OCC(=O)c1ccc(C)c(C)c1 (centres undefined) the results were Large T inhibition -4.6%, RSV CPE inhibition 1.3%, NS5 inhibitors -1.9%, West Nile virus CPE 0.9%, LYP phosphatase 2.8%, GPR35 arrestin U2OS -14.8%, Salmonella PhoP GFP -6.8%, CSM14.1 death rescue -3.6% and MgcRacGAP inhibition 3.0%.
O=C(NNC1=NS(=O)(=O)c2ccccc21)C1CC(=O)N(c2ccccc2)C1 (centres undefined) was read as Large T inhibition 5.3%, RSV CPE inhibition 0.3%, NS5 inhibitors -0.9%, West Nile virus CPE 1.4%, LYP phosphatase -4.0%, GPR35 arrestin U2OS 7.1%, Salmonella PhoP GFP 6.2%, CSM14.1 death rescue 2.0% and MgcRacGAP inhibition 10.4%.
`CCCc1nc2ccc(NC(=O)c3ccco3)cc2c(=O)n1Cc1ccccc1Cl` gave Large T inhibition 1.5%, RSV CPE inhibition 2.1%, NS5 inhibitors -3.2%, West Nile virus CPE 0.3%, LYP phosphatase 5.6%, GPR35 arrestin U2OS 1.7%, Salmonella PhoP GFP -2.3%, CSM14.1 death rescue 0.9% and MgcRacGAP inhibition 6.1%.
COc1ccc(NC(=O)C2CC(=O)N(Cc3ccc(C)cc3)C2)cc1S(=O)(=O)N1CCCCC1 (centres undefined) was read as Large T inhibition 4.6%, RSV CPE inhibition inconclusive, NS5 inhibitors 4.6%, West Nile virus CPE -0.7%, LYP phosphatase -6.5%, GPR35 arrestin U2OS -0.5%, Salmonella PhoP GFP 12.1%, CSM14.1 death rescue -0.8% and MgcRacGAP inhibition -9.8%.
`CCN1CCN(CCCNC(=O)C(=O)c2c(C)[nH]c3ccccc23)CC1` gave Large T inhibition 1.8%, RSV CPE inhibition -0.7%, NS5 inhibitors 0.0%, West Nile virus CPE 0.6%, LYP phosphatase -7.3%, GPR35 arrestin U2OS 9.8%, Salmonella PhoP GFP 6.8%, CSM14.1 death rescue -1.2% and MgcRacGAP inhibition 7.7%.
Screening CC(=O)N1CCCc2cc(S(=O)(=O)N3CCCC(C(=O)NCc4ccc(Cl)cc4)C3)ccc21 (centres undefined) returned Large T inhibition 13.1%, RSV CPE inhibition 0.6%, NS5 inhibitors -1.8%, West Nile virus CPE -0.2%, LYP phosphatase -1.7%, GPR35 arrestin U2OS -2.2%, Salmonella PhoP GFP -7.5% and MgcRacGAP inhibition 3.4%.
`CC(=O)N1CCc2cc(S(=O)(=O)N3CC(C)CC(C)C3)ccc21` (centres undefined) gave Large T inhibition 8.6%, RSV CPE inhibition 2.7%, NS5 inhibitors -10.1%, West Nile virus CPE inconclusive, LYP phosphatase -6.3%, GPR35 arrestin U2OS -7.0%, Salmonella PhoP GFP -2.7% and MgcRacGAP inhibition 4.3%.
`COc1ccc(C(C)C)cc1S(=O)(=O)N1CCN(c2ccccc2)CC1` gave Large T inhibition -1.5%, RSV CPE inhibition 2.1%, NS5 inhibitors -2.3%, West Nile virus CPE -1.7%, LYP phosphatase 0.8%, GPR35 arrestin U2OS 8.0%, Salmonella PhoP GFP 4.1%, CSM14.1 death rescue 0.1% and MgcRacGAP inhibition 2.4%.
Screening COc1ccc(Nc2nc(C)cc(C)c2C#N)cc1 returned Large T inhibition -2.7%, RSV CPE inhibition 1.3%, NS5 inhibitors -3.2%, West Nile virus CPE -0.3%, LYP phosphatase -9.1%, GPR35 arrestin U2OS 3.1%, Salmonella PhoP GFP -8.1%, CSM14.1 death rescue -1.3% and MgcRacGAP inhibition 5.8%.
Screening CN(C)c1nc(C(=O)NN)nc(N(C)C)n1 returned Large T inhibition 9.2%, RSV CPE inhibition 1.2%, NS5 inhibitors 1.4%, West Nile virus CPE 0.4%, LYP phosphatase -5.3%, GPR35 arrestin U2OS -9.1%, Salmonella PhoP GFP -2.2%, CSM14.1 death rescue -1.6% and MgcRacGAP inhibition 1.9%.
O=[N+]([O-])c1ccc(N2CCN(S(=O)(=O)c3ccc(Cl)c(Cl)c3)CC2)cc1NCCN1CCOCC1 was read as Large T inhibition 6.4%, RSV CPE inhibition 3.9%, NS5 inhibitors -2.9%, West Nile virus CPE 1.0%, LYP phosphatase -0.5%, GPR35 arrestin U2OS -3.9%, Salmonella PhoP GFP 8.3%, CSM14.1 death rescue 1.8% and MgcRacGAP inhibition -6.1%.
For CCc1nnc(NS(=O)(=O)c2ccc(N=CC3=C(O)CC(C)(C)CC3=O)cc2)s1 the results were Large T inhibition 8.9%, RSV CPE inhibition 1.1%, West Nile virus CPE 0.5%, LYP phosphatase 5.4%, GPR35 arrestin U2OS -19.1%, Salmonella PhoP GFP 0.8%, CSM14.1 death rescue -6.3% and MgcRacGAP inhibition 0.1%.
For CCOC(=O)c1c(-c2ccccc2Cl)cn2ccccc12 the results were Large T inhibition 0.8%, RSV CPE inhibition 10.8%, NS5 inhibitors 3.4%, West Nile virus CPE -0.9%, LYP phosphatase 1.5%, GPR35 arrestin U2OS -1.3%, Salmonella PhoP GFP 8.0%, CSM14.1 death rescue -1.6%, MgcRacGAP inhibition 6.1% and NS5 inhibitors pilot replicate 0.2.
For COc1ccccc1NC(=O)CSc1ccc(-c2ccccn2)nn1 the results were Large T inhibition 5.1%, RSV CPE inhibition -0.5%, NS5 inhibitors 3.4%, West Nile virus CPE 0.0%, LYP phosphatase -7.1%, GPR35 arrestin U2OS -11.5%, Salmonella PhoP GFP 1.6% and MgcRacGAP inhibition 8.9%.
Screening COc1cc2c(cc1NC(=O)CSc1cccc[n+]1[O-])oc1ccccc12 returned Large T inhibition 14.8%, RSV CPE inhibition 3.4%, NS5 inhibitors -8.9%, West Nile virus CPE -0.4%, LYP phosphatase -6.2%, GPR35 arrestin U2OS -6.1%, Salmonella PhoP GFP 3.4%, CSM14.1 death rescue 0.2% and MgcRacGAP inhibition 23.4%.
For CCc1ccc(-n2c(=O)c3ccccc3n(CC(=O)C(C)(C)C)c2=O)cc1 the results were Large T inhibition 11.4%, RSV CPE inhibition 2.5%, NS5 inhibitors -2.9%, West Nile virus CPE -0.4%, LYP phosphatase -6.6%, GPR35 arrestin U2OS -7.4%, Salmonella PhoP GFP -5.8%, CSM14.1 death rescue 2.5% and MgcRacGAP inhibition 4.0%.
For CC(=O)c1cccc(NC(=O)CNC(=O)Cc2ccccc2)c1 the results were Large T inhibition -2.3%, RSV CPE inhibition 0.8%, NS5 inhibitors -8.9%, West Nile virus CPE 0.2%, LYP phosphatase -12.5%, GPR35 arrestin U2OS 19.6%, Salmonella PhoP GFP -3.4% and MgcRacGAP inhibition 2.9%.
For COc1ccc2[nH]cc(CCNC(=O)CS(=O)(=O)Cc3ccccc3)c2c1 the results were Large T inhibition -1.7%, RSV CPE inhibition 1.4%, NS5 inhibitors -10.7%, West Nile virus CPE -0.3%, LYP phosphatase -9.1%, GPR35 arrestin U2OS -0.5%, Salmonella PhoP GFP 7.2% and MgcRacGAP inhibition 4.5%.
Screening NS(=O)(=O)c1ccc(CCNC2CC(=O)N(CCc3ccccc3)C2=O)cc1 (centres undefined) returned Large T inhibition 23.5%, RSV CPE inhibition 0.5%, NS5 inhibitors 0.0%, West Nile virus CPE 0.1%, LYP phosphatase -2.3%, GPR35 arrestin U2OS 7.4%, Salmonella PhoP GFP -6.3%, CSM14.1 death rescue -0.7% and MgcRacGAP inhibition -7.8%.
Cc1ccccc1Nc1c(-c2ccc(N3CCOCC3)cc2)nc2cnccn12 was read as RSV CPE inhibition 1.5%, NS5 inhibitors -9.3%, West Nile virus CPE 0.2%, LYP phosphatase -4.6%, GPR35 arrestin U2OS 17.4%, Salmonella PhoP GFP -9.9% and MgcRacGAP inhibition 11.3%.
`O=C(O)CCC(=O)Nc1ccc(OCC(=O)O)cc1` gave Large T inhibition 9.3%, RSV CPE inhibition 1.9%, NS5 inhibitors -1.0%, West Nile virus CPE -0.1%, LYP phosphatase -2.0%, GPR35 arrestin U2OS 7.0%, Salmonella PhoP GFP 16.1%, CSM14.1 death rescue 3.6% and MgcRacGAP inhibition 3.7%.
For CN(C)CCN1CC(C(=O)O)CC1=O (centres undefined) the results were Large T inhibition 17.6%, RSV CPE inhibition 1.0%, NS5 inhibitors -3.8%, West Nile virus CPE 0.0%, LYP phosphatase -14.9%, GPR35 arrestin U2OS -3.4%, Salmonella PhoP GFP 0.8%, CSM14.1 death rescue -1.5% and MgcRacGAP inhibition 9.2%.

Hits appear at their usual frequency (roughly 1.5% active in at least one column).
